RAD54 inh – inhibitors of human RAD54 branch migration, primary screen, biochemical, fluorescence, single point; inhibition, % at 10.4 µM; AID 602329, 2012; 0.14% of 360,000 active; RAD54 Holliday junction branch migration, FAM/BHQ fluorescence; DNA repair and recombination protein RAD54-like (Homo sapiens), Q92698;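 active = mean normalized replicate activity at least 40 and at least half of replicates scoring 40 or more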;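 also: 0% = median of neutral control wells and 100% = median of positive control wells; inhibitors cause a drop in the FAM fluorescence signal; in these data hits start at about 50%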
Cneo AK release – Cryptococcus neoformans cell lysis inducers, primary screen, AK release luminescence, single concentration; C. neoformans lysis, adenylate kinase release luminescence, 4 h; normalised: neutral wells 0, clomiphene wells 100; lysis activity, % at 15 µM; 0.2% of 360,000 active; AID 651654, 2012;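 active = mean lysis activity across replicates of at least 80%, whatever share of replicates individually reach that level; inactive = mean lysis activity below 80%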
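Assay system: Cryptococcus neoformans yeast cells / Dosing: single-point compound dose / Timing: 4 h at 37 °C static, read 1 h later / Measured by: luminescence of released adenylate kinase using an AK detection reagent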
PGC1a acetyl inh – inhibitors of PGC1a acetylation signal, primary screen, cell-based, U2OS, AlphaScreen, inhibitor mode. AlphaScreen anti-acetyl-lysine; with virally co-expressed GCN5 acetyltransferase. inhibition, % at 15.6 µM. 0.17% of 350,000 active. AID 651687, 2012;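 active = every replicate shows inhibition of at least 40%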;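 also: 0% = neutral control wells and 100% = positive control wells; some results beyond the cut were filed as inactive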
ERAP1 HTS inh – human ERAP1 aminopeptidase inhibitors, primary screen, biochemical, single point, plate reader. Endoplasmic reticulum aminopeptidase 1 (Homo sapiens), Q9NZ08. recombinant ERAP1, Leu-AMC fluorescence, 60 min. inhibition, % at 10.7 µM. 0.15% of 340,000 active;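 active = mean replicate inhibition of at least 30%, or all replicates individually reaching that 30% level; inactive = mean below 30% and not every replicate reaching it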;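 also: 0% = neutral control wells and 100% = L-leucinethiol positive control wells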
Target sequence (Q9NZ08 whole entry, looked up): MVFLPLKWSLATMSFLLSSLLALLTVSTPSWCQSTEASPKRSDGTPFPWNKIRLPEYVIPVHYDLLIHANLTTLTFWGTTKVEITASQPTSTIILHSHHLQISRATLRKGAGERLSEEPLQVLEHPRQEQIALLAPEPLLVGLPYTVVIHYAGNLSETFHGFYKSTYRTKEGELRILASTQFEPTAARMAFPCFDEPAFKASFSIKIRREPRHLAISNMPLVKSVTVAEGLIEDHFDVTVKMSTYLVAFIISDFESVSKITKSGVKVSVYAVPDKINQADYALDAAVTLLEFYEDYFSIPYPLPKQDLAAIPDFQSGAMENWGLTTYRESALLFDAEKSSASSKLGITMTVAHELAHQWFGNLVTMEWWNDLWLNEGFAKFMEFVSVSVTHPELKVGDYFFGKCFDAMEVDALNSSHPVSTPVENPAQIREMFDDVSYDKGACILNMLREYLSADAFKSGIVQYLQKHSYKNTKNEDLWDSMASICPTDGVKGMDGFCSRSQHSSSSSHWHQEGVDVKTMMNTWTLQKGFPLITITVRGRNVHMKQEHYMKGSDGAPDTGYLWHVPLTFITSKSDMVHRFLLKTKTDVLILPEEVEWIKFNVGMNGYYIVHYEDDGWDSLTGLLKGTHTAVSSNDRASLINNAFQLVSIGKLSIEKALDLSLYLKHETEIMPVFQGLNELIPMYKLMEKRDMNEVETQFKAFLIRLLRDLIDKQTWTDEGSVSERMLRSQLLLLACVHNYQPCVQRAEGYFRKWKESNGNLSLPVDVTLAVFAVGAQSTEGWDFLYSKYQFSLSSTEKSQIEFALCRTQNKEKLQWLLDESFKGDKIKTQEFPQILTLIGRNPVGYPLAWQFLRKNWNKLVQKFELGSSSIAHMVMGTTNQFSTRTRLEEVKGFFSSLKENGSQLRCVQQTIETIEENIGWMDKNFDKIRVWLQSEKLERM
E-selectin induc – E-selectin induction in HUVECs, primary screen, imaging, HUVEC, immunofluorescence imaging, single point | P16581 | normalized: neutral wells 0, TNF-alpha wells 100 | activation, % at 7.58 µM | 0.37% of 260,000 active | AID 686992, 2013;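 active = mean E-selectin-positive cell signal at least 10% of the positive control, reached in at least 60% of replicates, without over 20% cell loss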;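 also: in these data hits start at about 27%; measured in HUVEC primary endothelial cells; signal is the percent of cells scored E-selectin positive by PE staining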
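Test system: HUVEC | Signal: Immunofluorescence imaging | Read-out: Percent E-selectin-positive cells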
RAD52 inh – RAD52 DNA annealing inhibitors, primary screen, biochemical, FRET, single point, set 2. recombinant RAD52 DNA annealing, FRET fluorescence. inhibition, % at 18.7 µM. 0.46% of 360,000 active. AID 651710, 2012;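 active = every replicate showing at least 50% inhibition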
miR-122 sensor – miR-122 Renilla sensor signal increase in Huh7, primary screen, miR-122 inhibitor project, cell-based, single point, plate reader; Huh7 miR-122 Renilla luciferase sensor, 48 h; neutral wells = 0, positive control = 100; activation (reporter increase), % at 12.5 µM; 0.3% of 340,000 active; AID 602342, 2012;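 active = mean replicate activation score at least 90 and every replicate individually at or above 90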;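 also: higher luciferase means less miR-122 activity so hits act as miR-122 inhibitors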
PglD DTNB – C. jejuni PglD acetyltransferase inhibitors, primary screen, biochemical, DTNB colorimetric, single point. UDP-N-acetylbacillosamine N-acetyltransferase PglD (Campylobacter jejuni). purified PglD enzyme, DTNB colorimetric CoA detection. inhibition, % at 12.5 µM. 0.098% of 360,000 active. AID 602405, 2012; in the data active = inhibition above about 16%, passing the limit was not always enough; also: strong numbers were not always called active
The depositor's hits bear a star; · = not tested or not shown; [ ] = dose if it differs, or a comment.

SMILES | RAD54 inh | Cneo AK release | PGC1a acetyl inh | ERAP1 HTS inh | E-selectin induc | RAD52 inh | miR-122 sensor | PglD DTNB
C[C@H](CO)N1C[C@H](C)[C@@H](CN(C)Cc2ccc3c(c2)OCO3)Oc2ccc(NC(=O)Nc3ccccc3)cc2CC1=O | -11 | -1 | -1 | -3 | -0.5 | 37 | 3[16.7 µM] | -1
CN(c1cccc(NC(=O)CN(c2ccc(C34CC5CC(CC(C5)C3)C4)cc2)S(C)(=O)=O)c1)S(C)(=O)=O | -14 | 3 | -27 | · | · | · | -7 | 1
Cc1cc(NC(=O)c2ccc(COc3ccc(Cl)c(C)c3)o2)no1 | -9 | 1 | 0 | · | · | · | 3 | -3
CO[C@@H]1CN(C)C(=O)c2cc(NC(C)=O)ccc2OC[C@@H](C)N(CCC(F)(F)F)C[C@H]1C | -24 | 0 | -9 | -2 | -0.1 | 16 | 19[16.7 µM] | 1
O=C(CCCCCN1C(=O)c2cccc3cccc(c23)C1=O)NCc1cccnc1 | 6 | 3 | -494 | 2 | -0.2 | -9 | 1 | 0
Cc1ccccc1-c1n[nH]c(=S)n1/N=C/C=C/c1ccco1 | -2 | 1 | -5 | · | -0.1 | -39 | -3 | -2
CC1(C)CC(N(Cc2cccs2)C(=O)c2ccco2)CCO1 (configuration not stated) | 3 | -8 | -5 | · | · | · | 1 | 0
O=C(COC(=O)C1=Cc2ccccc2OC1)NCc1ccc(F)cc1 | -14 | 0 | -6 | · | · | · | -1 | -1
O=C(C[C@@H]1CC[C@@H](NC(=O)c2ccncc2)[C@@H](CO)O1)NCC1CCCCC1 | 9 | 2 | -10 | 1 | -0.5 | 2 | -2[16.7 µM] | 1
C[C@H]1CN([C@@H](C)CO)C(=O)c2cccc(NC(=O)C3CCOCC3)c2O[C@@H]1CN(C)C(=O)Nc1cccc2ccccc12 | -9 | -2 | 14 | 2 | 0.0 | 6 | -2[16.7 µM] | -1
CCCC(=O)N1CCOCC1c1cc(C(=O)Nc2ccccc2)no1 (configuration not stated) | 0 | -2 | 3 | 3 | 0.1 | -37 | -6 | 3
COc1ccc(CCNC(=O)c2ccc(=O)[nH]c2)cc1OC | -10 | -2 | -3 | -3 | -0.1 | 0 | -2 | 2
COc1ccc(NC(=O)C(=O)N/N=C(\C)CC(=O)Nc2ccccn2)c(OC)c1 | · | · | -4 | 1 | 1.5 | 1 | 8 | ·
C[C@@H]1CN([C@@H](C)CO)C(=O)c2cc(C#Cc3ccccc3F)cnc2O[C@@H]1CN(C)C(=O)C1CCCCC1 | 3 | 7 | 0 | -4 | -0.5 | -1 | -14[16.7 µM] | 1
CCN(CC)C(=O)C1CCCN(Cc2ccc(OC)c(C)c2)C1 (configuration not stated) | 6 | 1 | 11 | · | · | · | -1 | 2
CCC1CCCCN1CCCNC(=O)C1CCC(=O)N1Cc1ccc(C)cc1 (configuration not stated) | 11 | 10 | -2 | · | · | · | 0 | 1
COC(=O)c1scc(C)c1N/N=C(\C)c1ccc(F)cc1F | -2 | -1 | -4 | · | · | · | 4 | 0
O=C(CCN1CCCCC1)N[C@@H]1CC[C@H](CCNS(=O)(=O)c2ccccc2)O[C@@H]1CO | -9 | 19 | 2 | -4 | -1.8 | 3 | 2[16.7 µM] | 1
COCCNC(=O)C[C@@H]1C[C@H]2c3cc(NC(=O)C4CCOCC4)ccc3O[C@H]2[C@@H](CO)O1 | -2 | 1 | 4 | -1 | -0.4 | -4 | 0[16.7 µM] | -2
O=C(CNc1ccccc1F)Nc1cccc(S(=O)(=O)N2CCCCC2)c1 | 0 | 1 | -16 | -3 | · | 2 | -4 | -6
O=C(CCCn1c(=S)[nH]c2ccccc2c1=O)NCCSCc1ccccc1 | -4 | 1 | 6 | 6 | · | -3 | -2 | 1
CCOc1ccc(N(CC(=O)Nc2ccc(C)c(C)c2)S(C)(=O)=O)cc1 | -5 | -1 | · | -3 | · | -15 | 2 | -3
Cc1ccc2oc(=O)c3cnn(CC(=O)N(Cc4ccco4)C4CCCCC4)c3c2c1 | 4 | 0 | -12 | 1 | · | -1 | -1 | -4
O=C(c1ccccc1F)N1CCN(CC2CC3C=CC2C3)CC1 (configuration not stated) | -1 | 0 | 10 | · | · | · | 3 | 5
CCOC(=O)Cc1csc(SCC(=O)Nc2ccc(C)cc2F)n1 | -6 | · | -19 | 2 | 0.5 | -3 | -1 | -3
S=c1[nH]c2cc(Cl)c3cccnc3c2o1 | 1 | -2 | 13 | -2 | · | 7 | -6 | -1
Cc1ccc(C)c(N(C(=O)Cn2nnc3ccccc32)C(C(=O)NCc2ccco2)c2ccncc2)c1 (configuration not stated) | -3 | 3 | 3 | · | · | · | 7 | -1
CCc1ccc([C@H]2[C@@H]3C(=O)C[C@@H]4C(=O)N(C5CCCCC5)C(=O)[C@@H]4[C@@H]3CN2S(=O)(=O)c2ccc(C)cc2)cc1 | 7 | 3 | -25 | · | · | -7 | -6 | 3
CC(C)NC(=O)N(C)C[C@H]1Oc2ccc(NC(=O)CCCCCC(=O)Nc3ccccc3N)cc2CC(=O)N([C@@H](C)CO)C[C@H]1C | 2 | -10 | 15 | 3 | 0.2 | -13 | -5[16.7 µM] | -1
CC(C)CC(=O)NCc1ccc2[nH]c3c(c2c1)CCCC3 | -9 | 0 | -15 | 5 | · | -17 | · | -4
CCOc1ccc(OCC)c(NC(=O)CN(C)S(=O)(=O)c2ccc3nc(C)sc3c2)c1 | 0 | 1 | 0 | · | · | · | -6 | -5
COc1ccc(CCNC(=O)c2ccco2)cc1 | -3 | -1 | -8 | · | · | · | -2 | 5
OCOCCCn1c(C2CCCN2c2nc(-c3ccc(F)cc3)cs2)nc2cc(Cl)c(N3CCCCC3)cc21 (configuration not stated) | 0 | -1 | 4 | -1 | 0.0 | -66 | -3 | -1
CC(=O)Nc1ccc(S(=O)(=O)NNC(=O)c2ccc(S(=O)(=O)N3CCCCC3)cc2)cc1 | -10 | 1 | 12 | · | · | · | -3 | 0
CCOc1ccc(NC(=S)N2CCN(S(=O)(=O)c3ccccc3)CC2)cc1 | 3 | -1 | · | 0 | -0.2 | -8 | · | -4
COc1ccccc1NC(=O)C(=O)N(c1cccnc1)C(C(=O)NC(C)(C)C)c1ccccc1 (configuration not stated) | 1 | 0 | 11 | 3 | 0.2 | -9 | 4 | 0
O=S1(=O)CC(N2CCCC2)CN1C1CCCC1 (configuration not stated) | -7 | 1 | -7 | -2 | -1.5 | -14 | -3 | -5
N#Cc1cccc(-c2ccc([C@H]3[C@@H](CO)N4CCCCN(S(=O)(=O)c5ccccc5)C[C@H]34)cc2)c1 | -33 | 1 | -4 | -2 | -0.5 | 28 | -4[16.7 µM] | 2
CNC[C@H]1Oc2ccc(NC(=O)Nc3ccccc3)cc2CC(=O)N([C@H](C)CO)C[C@@H]1C | -3 | 2 | -1 | 3 | -1.6 | -8 | 5[16.7 µM] | 4
N#Cc1cccc(NC(=O)CC2CCCC2)c1 | 9 | 4 | · | 7 | 0.5 | -8 | · | -8
CC=Cc1ccc2n(c1=O)C[C@@H]1[C@@H](CO)[C@H](C(=O)NCCC)[C@H]2N1C(=O)C1CCC1 (mixture of isomers) | · | · | 6 | -5 | -0.4 | -5 | · | ·
O=C(Nc1ccccc1C(=O)O)c1ccccc1 | -9 | 3 | -3 | · | · | · | 7 | 3
Cc1cccc(C)c1-n1nnnc1C(c1ccccc1OC(F)(F)F)N1CCN(C/C=C/c2ccccc2)CC1 (configuration not stated) | -1 | -22 | 12 | · | · | -2 | -2 | 2
CCOC(=O)C1=C(N)n2c(s/c(=C\c3ccncc3)c2=O)=C(C(=O)OCC)C1c1ccncc1 (configuration not stated) | · | · | -2 | -10 | · | -17 | 6 | ·
Cn1c(=O)c2c(SCc3cccnc3)nc(C3CC3)nc2n(C)c1=O | -4 | 1 | -6 | 7 | 0.6 | -5 | -1 | 5
O=C(NC1CCN(C(=O)Nc2cccc(Cl)c2)CC1)c1ccccc1 | 0 | -1 | 3 | -2 | · | -8 | -2 | -2
Cc1noc(C)c1NC(=O)Nc1ccc2c(c1)C(=O)N([C@@H](C)CO)C[C@H](C)[C@@H](CN(C)C(=O)Nc1cccc3ccccc13)OCCCC[C@@H](C)O2 | 3 | -29 | 0 | · | 0.0 | · | -2[16.7 µM] | -1
CCOC(=O)C1CCCCN1Cc1ccc(OC)c(OC)c1OC (configuration not stated) | 19 | -1 | 3 | · | · | · | -3 | 5
Cc1onc(-c2ccccc2)c1C(=O)OCc1nnc(-c2ccc([N+](=O)[O-])cc2)o1 | -1 | 4 | 3 | -2 | -0.8 | -14 | -3 | 0
CN1CCN(CCc2nc3cc(NC(=O)c4ccco4)ccc3n2C)CC1 | 3 | 1 | 7 | -2 | -0.2 | 7 | -2 | -6
Cc1noc(C)c1NC(=O)Nc1ccc2c(c1)C(=O)N([C@H](C)CO)C[C@H](C)[C@H](CN(C)CC1CCCCC1)OCCCC[C@@H](C)O2 | -12 | -2 | 2 | -1 | -0.3 | 8 | -3[16.7 µM] | -1
CCC(C(=O)O/N=C(\N)c1ccccc1)c1ccccc1 (configuration not stated) | -2 | -1 | -17 | · | · | · | -22 | -3
S=C(Nc1ccccc1)Nc1ccc2ccccc2c1 | -3 | 10 | 7 | -5 | 1.6 | -84 | 18 | 3
CCC1CCC(N2CCN(c3cccc(OC)c3)CC2)CC1 (configuration not stated) | -15 | -2 | 10 | 0 | 1.9 | -3 | -2 | 7
Cc1ccccc1CSCC(Nc1ccc(C(=O)O)cc1[N+](=O)[O-])C(=O)O (configuration not stated) | -6 | -1 | 6 | · | · | · | -3 | 7
C[C@@H]1CCCCO[C@H](CN(C)C(=O)Nc2ccc(C(F)(F)F)cc2)[C@H](C)CN([C@H](C)CO)C(=O)c2cc(NS(C)(=O)=O)ccc2O1 | -3 | 0 | 3 | 1 | 0.2 | 17 | -10[16.7 µM] | 2
CCCCc1nc(C(N)=O)c2[nH]c(=O)n(-c3ccccc3F)c2n1 | -12 | -2 | 8 | -1 | · | -11 | -5 | 4
Cc1ccc(O)c(CNc2cccc(C)n2)c1 | 7 | 20 | -2 | 2 | 0.0 | 10 | 1 | 4
C[C@H](CO)N1C[C@H](C)[C@@H](CN(C)Cc2ccccn2)Oc2cc(Br)ccc2S1(=O)=O | -2 | -5 | -25 | 0 | -0.4 | -2 | 15[16.7 µM] | 3
CCc1cc2c(NCC3CCCO3)nc(C)nc2s1 (configuration not stated) | -10 | 1 | -14 | · | · | · | 6 | 0

Ordered by the number under ERAP1 HTS inh (low to high): 3 from the list above
compound	PGC1a acetyl inh	ERAP1 HTS inh	RAD52 inh	miR-122 sensor	PglD DTNB
CC=Cc1ccc2n(c1=O)C[C@@H]1[C@@H](CO)[C@H](C(=O)NCCC)[C@H]2N1C(=O)C1CCC1 (mixture of isomers)	6	-5	-5	·	·
Cc1onc(-c2ccccc2)c1C(=O)OCc1nnc(-c2ccc([N+](=O)[O-])cc2)o1	3	-2	-14	-3	0
Cn1c(=O)c2c(SCc3cccnc3)nc(C3CC3)nc2n(C)c1=O	-6	7	-5	-1	5

High-throughput results as filed in PubChem BioAssay.
